RmlC RmlD mix: mixture blocks RmlC and RmlD coupled enzyme activity. RmlC/RmlD coupled enzyme inhibition, 384-well mixture HTS. inhibition, % at 5.5 µM. 110,000 compounds, 0.39% hits. AID 1532; in the data active = inhibition above about 30%, passing the limit was not always enough; inconclusive = no clear call, values can overlap the other calls; also: strong numbers were not always called active
HIV RNase H inh: blocks HIV-1 RNase H cleavage of RNA/DNA duplex; inhibition, % at 10 µM; 65,000 compounds, 1.9% hits; AID 565; RT-RNase H RNA/DNA duplex cleavage, fluorescence; in the data active = inhibition above about 50%
The depositor's hits bear a star; ? = inconclusive; / = not tested or not shown.

A first look:
Structure,HIV RNase H inh,RmlC RmlD mix
CCc1cccc(NC(=O)Cn2c(=O)oc3cc(S(=O)(=O)N4CCOCC4)ccc32)c1,/,-3
CC(C)COc1ccc(-c2nnc(-c3ccco3)o2)cc1,2,-19
Cc1cccc(OCC(=O)Nc2ccc(N3CCN(C(=O)c4ccco4)CC3)cc2)c1,/,20
Cc1ccc2[nH]c(=O)c(-c3nc4cc(C)ccn4c3NCc3ccco3)cc2c1,7,6
CCN(CC(=O)Nc1cccc(OC)c1)C(=O)C1CCN(C(=O)Nc2ccccc2)CC1,-12,4
O=C(CCCCCN1C(=O)c2ccccc2C1=O)NC1CCCC1,4,-6

The listing, from the start:
Structure,HIV RNase H inh,RmlC RmlD mix
CCc1cccc(NC(=O)Cn2c(=O)oc3cc(S(=O)(=O)N4CCOCC4)ccc32)c1,/,-3
CC(C)COc1ccc(-c2nnc(-c3ccco3)o2)cc1,2,-19
Cc1cccc(OCC(=O)Nc2ccc(N3CCN(C(=O)c4ccco4)CC3)cc2)c1,/,20
Cc1ccc2[nH]c(=O)c(-c3nc4cc(C)ccn4c3NCc3ccco3)cc2c1,7,6
CCN(CC(=O)Nc1cccc(OC)c1)C(=O)C1CCN(C(=O)Nc2ccccc2)CC1,-12,4
O=C(CCCCCN1C(=O)c2ccccc2C1=O)NC1CCCC1,4,-6
COc1ccc(C2C(C(=O)c3sc(C)nc3C)=C(O)C(=O)N2CCN(C)C)cc1OC (stereo not given),-1,5
COc1ccc(NC(=O)c2nnn(Cc3cccc(F)c3)c2N)c(OC)c1,0,7

Further structures
Structure,HIV RNase H inh,RmlC RmlD mix
CC1CC(=O)Nc2ccccc2S1(=O)=O (stereo not given),-15,1
OCCN(Cc1ccccc1)Cc1cccc(F)c1,-14,7
CCc1ccc(NC(=O)N(CCN(C)C)C(C)c2cccnc2)cc1 (stereo not given),/,7
O=C(O)c1cccc(NC(=O)C2CC(=O)N(Cc3ccccc3)C2)c1 (stereo not given),-2,4
CCNC(=O)/N=C1/NC(=O)C(C(C)C)O1 (stereo not given),-1,5
O=S(=O)(NCCSc1nnnn1-c1ccccc1)c1cccs1,-48,-14
COc1ccc(NC(=O)CSc2nc3ccccc3cc2Cc2ccccc2)cc1,/,7
O=C(O)C(Cc1ccccc1)N1Cc2ccccc2C1=O (stereo not given),/,-14

(continued)
Structure,HIV RNase H inh,RmlC RmlD mix
Cc1ccc(S(=O)(=O)N2CCN(C)CC2)cc1[N+](=O)[O-],/,19
COc1cc(CC(C)N)c(OC)cc1I (stereo not given),/,-5
CC(C)(C)c1cccc(/C=N/O)c1O,-15,-15
COc1ccc2c(c1)cc1n2CCN2CCCN=C12,-2,-3
CC1CC(C)CN(CC(=O)Nc2ccc3c(c2)OCCO3)C1 (stereo not given),/,12
COc1ccc(-c2noc(COc3ccc4c(c3)OCO4)n2)cc1,1,-8
CCc1nnc(NC(=O)CSc2nnc(CNc3cccc(C)c3)n2-c2ccccc2)s1,15,18
O=C(NCC(c1cccnc1)N1CCN(c2ccccc2)CC1)Oc1ccccc1 (stereo not given),-20,7

Remaining list, next part:
Structure,HIV RNase H inh,RmlC RmlD mix
CC(C)c1nc2oc3c(NCC4CCCO4)ncnc3c2c2c1CCC2 (stereo not given),-2,5
O=C(Nc1cccnc1)c1cc2c(ccc3ccccc32)o1,-41,13
NNC(=O)Cc1cn(-c2ncc(C(F)(F)F)cc2Cl)c2ccccc12,/,4
Cc1ccc2c(CC(=O)OCn3nnc4ccccc4c3=O)coc2c1,-32,52
Cc1ccc(NC2=Nc3ccccc3CC2)cc1,/,7
O=C(CSCc1cnn(-c2ccccc2)c1-n1cccc1)N1CCN(Cc2ccccc2)CC1,/,8
COc1ccc(CN(C(=O)CNC(=O)c2ccco2)C(C(=O)NC2CCCC2)c2ccco2)cc1 (stereo not given),1,-58
COc1ccc(C2C(C(=O)c3sc(C)nc3C)=C(O)C(=O)N2CCN2CCOCC2)cc1 (stereo not given),-1,-3

Further records.
Structure,HIV RNase H inh,RmlC RmlD mix
C=CCSc1nc2c(sc3nc(C)cc(C)c32)c(=O)[nH]1,/,3
COCCOC(=O)C(C#N)c1nc2ccccc2nc1N1CCN(Cc2ccccc2)CC1 (stereo not given),-3,14
COc1ccc(Cc2c[nH]c(=O)[nH]c2=O)cc1,/,-4
CC1CN(C(=O)c2cc(F)c(F)cc2Cl)CC(C)O1 (stereo not given),-1,-8
NCCCC[C@@H]1NC(=O)c2cc([N+](=O)[O-])cc(I)c2SC[C@@H](C(N)=O)NC(=O)[C@H](CCC(N)=O)NC1=O,/,6
COCCN(CCOC)c1nc(S(=O)(=O)c2ccc(C)cc2)c(Cl)s1,/,-12
COc1ccc(-c2noc(CN3CCOCC3)n2)cc1OC,-4,8
N#CNC(N)=Nc1cccc(Cl)c1,-13,6

The list goes on:
Structure,HIV RNase H inh,RmlC RmlD mix
CN1CCN(S(=O)(=O)c2ccc(Br)c3nsnc23)CC1,/,-6
CC1=C(C(=O)OC2CCCCC2)C(c2cccnc2)n2nnnc2N1 (stereo not given),-11,/
Cn1c(=O)c(C(=O)NC2CCCCCCC2)c(O)c2ccccc21,2,-9
CC(=O)Oc1c(S(=O)(=O)c2ccc(C)cc2)c(C)nn1C(C)(C)C,-15,-8
COc1ccc2sc3c(=O)[nH]c4ccccc4c3c2c1,/,7
COc1cccc(N=Cc2ccc(O)cc2O)c1,53*,5
O=C(NC(=S)Nc1ccccc1)c1cc(-c2ccccc2)nc2ccccc12,/,-1
Cc1oc(C)c2c(=O)ccc3c(c12)OC(N)=C(C#N)C3c1ccc(F)cc1 (stereo not given),1,14

Rewritten with each value named: part of the list above.
COc1cccc(N=Cc2ccc(O)cc2O)c1
  HIV RNase H inh: 53* | RmlC RmlD mix: 5

O=C(NC(=S)Nc1ccccc1)c1cc(-c2ccccc2)nc2ccccc12
  HIV RNase H inh: / | RmlC RmlD mix: -1

Cc1oc(C)c2c(=O)ccc3c(c12)OC(N)=C(C#N)C3c1ccc(F)cc1 (stereo not given)
  HIV RNase H inh: 1 | RmlC RmlD mix: 14

(listing goes on)
Structure,HIV RNase H inh,RmlC RmlD mix
O=C(NC1CCS(=O)(=O)C1)c1cn(-c2ccccc2)nc1-c1ccccc1 (stereo not given),3,-24
COC(=O)CC1NCCNC1=O (stereo not given),-2,-8
CCCC[C@@H]1C[C@H]1[C@@H](NC(=O)c1ccco1)c1ccccc1C(F)(F)F,/,6
NC(=O)C1CCN(S(=O)(=O)c2cccc(C(=O)O)c2)CC1,/,9
O=C(c1cc2cc3ccc(Cl)cc3nc2o1)N1CCN(Cc2ccc3c(c2)OCO3)CC1,9,/
CCC(C)(C(=O)NC1CCCCC1)N(Cc1ccco1)C(=O)CC1NC(=O)NC1=O (stereo not given),-2,4
CN=C(Nc1ccccc1)SC1CC(=O)N(c2ccc(C(=O)OC)cc2)C1=O (stereo not given),/,-8
O=C(Nc1ccccc1)c1cc2c(=O)c3ccccc3oc2nc1C(F)(F)F,/,-15

The list continues:
Structure,HIV RNase H inh,RmlC RmlD mix
CCN(CC)S(=O)(=O)c1cccc(-c2nnc(SC(C)C(N)=O)n2CCc2ccccc2)c1 (stereo not given),/,8
COc1cc(NC(=O)c2cnc(N)s2)cc(C(=O)Nc2cccc(C(F)(F)F)c2)c1,/,-10
CCC1CCCCN1CCCNC(=O)CNC(=O)Cn1ccc2ccccc2c1=O (stereo not given),0,/
CCOc1cc(C2C(C(=O)N3CCOCC3)=C(C)NC3=C2C(=O)CCC3)ccc1O (stereo not given),/,1
Cc1c(N2C(=O)/C(=C\c3cccc4ccccc34)SC2=S)c(=O)n(-c2ccccc2)n1C,/,-11
Cc1ccc(N2C(N)=C(C#N)C(c3cccnc3)C3=C2CC(C)(C)CC3=O)cc1 (stereo not given),-3,-55
c1ccc2[nH]c(SCc3cscn3)nc2c1,-25,8
Cc1cc(N2CCN(C)CC2)nc2ccc(NC(=O)CCC(=O)NCCC3=CCCCC3)cc12,2,/

(listing goes on)
Structure,HIV RNase H inh,RmlC RmlD mix
COc1ccc2c(CC(=O)NCc3ccc4c(c3)OCO4)coc2c1,7,-17
Clc1ccc2c(c1)c1cc(Cl)ccc1n2CN1CCOCC1,/,-13
Cc1cc(C(=O)COc2nncc3ccccc23)c(C)n1C,-54,-5
Cc1cc(C)n(-c2nc(NCC(C)O)c3c4c(sc3n2)COC(C)(C)C4)n1 (stereo not given),/,20
O=C(CCc1nc2ccccc2s1)N1CCN(S(=O)(=O)c2cccs2)CC1,1,3
CCOC(NC(=O)c1ccccc1)C(NC(=O)c1ccccc1)OCC (stereo not given),-7,-8
CCOC(=O)N1CCC(N(C(=O)Nc2ccc(CC)cc2)C(C)CC)CC1 (stereo not given),11,8
O=C(O)C1CC=CCC1C(=O)Nc1ccccc1Cl (stereo not given),0,9

(cont.)
Structure,HIV RNase H inh,RmlC RmlD mix
CC(=O)c1ccc(Cc2cnc(N)s2)cc1,-17,-4
COc1ccccc1NC(=O)C1CCCN1C(=O)NCc1ccccc1 (stereo not given),-22,-46
CCCCSc1nnc(-c2ccc(C)cc2)o1,-8,-4
NC(=O)C1(N2CCCCC2)CCN(C(=O)c2ccc(-n3cnnn3)cc2)CC1,-29,-30
CC(C)(C)CC(C)(C)NC(=O)CSCC(=O)Nc1ccc2ccccc2c1,/,2
O=C(NCc1cccs1)c1nc2c(nnn2Cc2ccc(F)cc2)c(=O)[nH]1,-2,-9
CCOC(=O)Nc1ccc2c(c1)N(C(=O)CCN1CCN(CCO)CC1)c1ccccc1CC2,/,-5
CCCCNC(=O)CS(=O)Cc1nc(-c2cccc(Cl)c2)oc1C (stereo not given),-3,-10

Remaining list, next part
Structure,HIV RNase H inh,RmlC RmlD mix
CC(Oc1ccc(Cl)cc1)C(=O)OCC(=O)Nc1ncc(Cl)cc1Cl (stereo not given),/,85
CCCN1Cc2cccc(C(=O)Nc3cc(OC)cc(OC)c3)c2C1=O,-6,-1
CC(=O)C1=C(O)C(=O)N(Cc2cccnc2)C1c1ccc(Cl)cc1 (stereo not given),/,7
O=C(CN1CCCC1=O)Nc1ccccc1,/,-7
Cc1ccc(-c2noc(CSc3nnnn3-c3ccccc3)n2)cc1,-81,-12
CC1CCCCC1NC(=O)CCCc1nc2ccccc2c(=O)[nH]1 (stereo not given),-26,-10
O=C(c1cccs1)N1CCN(Cc2ccc3c(c2)OCO3)CC1,-10,-8
O=C(Nc1nc(-c2cccs2)cs1)c1ccc(S(=O)(=O)N2CCCC2)cc1,15,/

Further compounds.
Structure,HIV RNase H inh,RmlC RmlD mix
Cn1ncc(N=Cc2ccccc2O)c1C(=O)Nc1ccccc1,-15,5
CCn1c(CNC(=O)c2cccc(C)c2)nc2ccccc21,-11,-3
COc1cc(Cl)c(C)cc1NC(=O)CSc1nnc(-c2ccccn2)n1Cc1ccco1,15,18
N=c1c2c(-c3ccccc3)c(-c3ccccc3)n(Cc3ccco3)c2ncn1Cc1ccccc1,/,-7
COC(=O)c1ccc(-c2nc3cc(Cl)c(N)cc3s2)cc1,/,-55
CCC1CCCCN1C(=O)COC(=O)c1ccc(S(=O)(=O)N2CCOCC2)cc1 (stereo not given),-9,-14
CC(C)Oc1cccc(-c2cc(C(=O)N3CCN(c4ncccn4)CC3)c3ccccc3n2)c1,/,13
Cc1ccc(S(=O)(=O)Nc2ccc(S(=O)(=O)N3CCCC3)cc2)cc1,-5,17

Later entries
Structure,HIV RNase H inh,RmlC RmlD mix
COc1ccc(CCn2c(Br)nc3c2c(=O)[nH]c(=O)n3C)cc1,/,?
Cc1cc(=O)oc2cc(OCC(=O)OCC(=O)N3CCc4ccccc43)ccc12,3,0
Cc1ccc(OCCSc2nnc(-c3cccs3)n2C)cc1,/,8
CC(=O)Nc1ccc(S(=O)(=O)N2CCC(c3nc4ccccc4[nH]3)CC2)cc1,-1,5
c1ccc(OCCCCN2CCOCC2)cc1,/,6
COC(=O)c1cc2n(n1)CCN(Cc1ccc(C)cc1)C2=O,/,6
O=C(CN1CCOCC1)NC1CC2CCC1C2 (stereo not given),1,9
CCCCOc1c(Br)cc(/C=C2\N=C(C)OC2=O)cc1OCC,/,-11

Complete entries from above. Values in the order: HIV RNase H inh	RmlC RmlD mix
Shown for Cc1cc(=O)oc2cc(OCC(=O)OCC(=O)N3CCc4ccccc43)ccc12 → 3	0
Shown for COc1ccc(CCn2c(Br)nc3c2c(=O)[nH]c(=O)n3C)cc1 → /	?

More structures:
Structure,HIV RNase H inh,RmlC RmlD mix
CN1CCc2c(sc3c2C(=O)NC(c2ccccn2)N3)C1 (stereo not given),50,6
CCCCCCC(=O)N/N=C/Cc1ccccc1,/,-11
COC(=O)[C@H](Cc1ccccc1)NC(=O)NCC1CCCO1 (stereo not given in full),-6,-11
C[C@H](NC(=O)c1nc[nH]c1C(=O)N[C@@H](C)c1ccccc1)C(=O)OC(C)(C)C,/,13
CCC1Oc2ccccc2N(CC(=O)NCCC2=CCCCC2)C1=O (stereo not given),2,?
O=C(C1=C(O)C(=O)N(c2ncccn2)C1c1cccs1)c1ccco1 (stereo not given),-4,-7
COc1ccc(-n2c(COc3cccc4ccccc34)nnc2SCC#N)cc1,/,3
Cc1ccc(-c2cnn(-c3cccc([N+](=O)[O-])c3)c2N)cc1,/,4

2 records picked at random from the list so far:
Structure,HIV RNase H inh,RmlC RmlD mix
CN1CCc2c(sc3c2C(=O)NC(c2ccccn2)N3)C1 (stereo not given),50,6
O=C(C1=C(O)C(=O)N(c2ncccn2)C1c1cccs1)c1ccco1 (stereo not given),-4,-7

Next records.
Structure,HIV RNase H inh,RmlC RmlD mix
COc1ccc(CNC(=O)Cn2nc(-c3ccc4c(c3)OCCO4)ccc2=O)cc1,0,-4
O=C(C1=C[C@H](c2ccccc2)C[C@H](OCc2ccc(CO)cc2)O1)N1CCN(Cc2ccccc2)CC1,/,-12
COc1ccccc1Nc1nc(C)cc(=O)[nH]1,1,-5
CCN(CC)CCn1c(NCc2ccccn2)nc2ccccc21,/,-11

Bioassay records as filed in PubChem.

Not all compounds are listed (hit frequency here may not be typical).
